ABHD5 PLIN5 PPI = inhibitors of human ABHD5-perilipin-5 interaction; 360,000 tested, 0.78% active; AID 602281; Split G. princeps luciferase complementation, luminescence, 4 h; inhibition, % at 4 µM; Q00G26+Q8WTS1;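 active = inhibition above the mean inhibition across every tested compound plus 3 SD, cut at about 22% in these data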;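 note: 0% = DMSO only wells and the 100% control is not disclosed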
MC4R ag barr = agonists of human melanocortin 4 receptor (MC4R) beta-arrestin; 360,000 tested, 0.98% active; AID 540308; U2OS MC4R beta-arrestin complementation, luminescence; percent of melanotan II response, DMSO zero; activation, % at 8.9 µM; P32245;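 active = activation above a per-plate cutoff, the mean activation of sample wells on that plate plus 3 SD, cut at about 8% in these data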
Target sequence (P32245 whole entry, looked up): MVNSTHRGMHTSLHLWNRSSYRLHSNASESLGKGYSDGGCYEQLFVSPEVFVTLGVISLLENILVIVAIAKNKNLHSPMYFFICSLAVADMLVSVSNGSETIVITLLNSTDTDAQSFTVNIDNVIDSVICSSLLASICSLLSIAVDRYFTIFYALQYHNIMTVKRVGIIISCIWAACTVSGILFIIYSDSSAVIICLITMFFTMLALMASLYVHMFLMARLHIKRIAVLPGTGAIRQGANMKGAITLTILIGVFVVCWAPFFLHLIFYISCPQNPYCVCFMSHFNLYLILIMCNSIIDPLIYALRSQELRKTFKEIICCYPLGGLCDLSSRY
iPSC survival up = hiPSC single-cell survival enhancement. ATPlite luminescence; 100% = ROCK inhibitor wells, 0% = DMSO. survival enhancement, % at 20 µM. 360,000 tested, 0.044% active; in the data active = survival enhancement above about 18%;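 note: cells exposed to compounds for 16 hours before the ATP read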
Exocytosis inh = blocks lytic granule exocytosis. 360,000 tested, 0.66% active. AID 651702. TALL-104 LAMP-1 surface exposure, flow cytometry; cells stimulated with thapsigargin and PMA. inhibition, % at 10 µM;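 active = inhibition above about 55%, limit read from the data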
H9c2 protect = protects H9c2 cardiomyocytes from peroxide injury. H2O2 injury protection, ATPLite, 2 h. protection from H2O2 cell death, % at 20 µM. 360,000 tested, 0.63% active;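 active = compounds giving at least 50% protection of heart cells from peroxide-induced death in the single-dose screen, raw or plate-pattern-corrected value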;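 note: 0% = DMSO wells with peroxide and 100% = DMSO wells without peroxide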
MC4R antagonist = antagonists of human melanocortin 4 receptor (MC4R); P32245; MC4R-expressing cells, MTII-stimulated cAMP, LANCE TR-FRET; inhibition, % at 6.5 µM; 360,000 tested, 0.48% active;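 active = inhibition above its plate's cutoff, the mean of tested wells on that plate plus 3 SD, cut at about 29% in these data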;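 note: 0% = Melanotan II alone and 100% = Melanotan II plus saturating MCL0020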
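System: U2OS-MC4R stable cell line; Technique: Eu-cAMP/anti-cAMP TR-FRET, emission 671 nm; Repeats: single well per compound; Also added: Melanotan II; Dosing: one concentration, 6.5 µM nominal; Schedule: 30-min compound, 1-h challenge, 1-h detection, room temperature.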
Glyco luc inh = N-linked glycosylation inhibition | D54 ERlucT glycosylation luciferase reporter, 24 h; percent of 100 nM tunicamycin response | reporter increase, % at 12.5 µM | 360,000 tested, 0.23% active;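 active = mean luciferase reporter signal, scaled so untreated is 0 and the glycosylation-blocking control 100, at or above a set limit in every replicate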;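 note: luciferase carries N-glycosylation sites so blocking glycosylation raises the light; 0% = median of neutral control wells and 100% = median of 100 nM tunicamycin wells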
aDG glyco act = alpha-DG glycosylation activation; Pro5-aDG cells, alpha-DG glycosylation AlphaScreen (IIH6); 0% Pro5, 100% B10-LARGE cell signal; activation, % at 10 µM; 360,000 tested, 0.22% active; AID 624168;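 active = activation of at least 8% versus controls, or a plate z-score of at least 8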;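 note: Pro5 are CHO cells carrying HIG-tagged alpha-DG that lacks glycosylation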
ABCB6 inh MLPCN = inhibitors of human ABC transporter ABCB6. fluorescence ratio to DMSO, % at 10 µM. AID 602162. 360,000 tested, 0.19% active. Q9NP58. K562-ABCB6 porphyrin accumulation, flow cytometry, 1 h; active compounds read low;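 active = fluorescence ratio to DMSO below 75%, the collection mean minus 3 SD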;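 note: signal is porphyrin accumulated inside mitochondria; 100% equals median channel fluorescence of DMSO control wells; lower ratio means ABCB6 inhibition with less porphyrin fluorescence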
m5-HT2A agonist = activates the mouse 5-HT2A serotonin receptor; P35363; CHO-K1 mHTR2A beta-arrestin complementation, luminescence; percent of 30 µM serotonin response; activation, % at 7.6 µM; 360,000 tested, 0.66% active;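 active = activation above a run cutoff, the mean activation of all tested compounds plus 3 SD, cut at about 14% in these data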;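 note: 0% = plate median of compound wells and 100% = 30 µM serotonin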
Target sequence (P35363 whole entry, looked up): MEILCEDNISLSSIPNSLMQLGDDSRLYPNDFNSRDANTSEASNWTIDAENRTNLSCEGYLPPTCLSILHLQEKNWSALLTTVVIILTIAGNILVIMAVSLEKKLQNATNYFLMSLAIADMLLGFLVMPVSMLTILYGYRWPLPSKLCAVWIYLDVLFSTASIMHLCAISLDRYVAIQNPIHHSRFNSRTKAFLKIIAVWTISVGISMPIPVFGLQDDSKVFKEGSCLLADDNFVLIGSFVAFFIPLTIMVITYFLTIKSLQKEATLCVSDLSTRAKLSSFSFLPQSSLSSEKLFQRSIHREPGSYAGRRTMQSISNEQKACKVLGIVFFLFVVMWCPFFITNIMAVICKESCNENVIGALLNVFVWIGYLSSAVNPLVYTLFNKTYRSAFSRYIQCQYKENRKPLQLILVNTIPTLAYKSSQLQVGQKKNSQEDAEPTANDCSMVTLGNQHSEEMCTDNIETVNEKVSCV
Starred values were filed as active, the others as inactive; nt = not tested or not shown.

SMILES	ABHD5 PLIN5 PPI	MC4R ag barr	iPSC survival up	Exocytosis inh	H9c2 protect	MC4R antagonist	Glyco luc inh	aDG glyco act	ABCB6 inh MLPCN	m5-HT2A agonist
CCc1ccc(OCC(=O)Nc2ccc3oc(=O)ccc3c2)cc1	0.3	-1.4	-0.4	7.7	-0.8	3.7	0.1	-0.2	159.0	-0.3
CCC/C=C1/CCCOC(C(=O)NCCNCCO)(C(F)(F)F)C1 (stereo not drawn)	0.6	1.9	-0.3	-3.6	4.6	10.7	0.6	-0.1	103.0	-0.7
COc1ccc(C2OC(=O)CC2C(=O)NCc2ccccc2Cl)cc1OC (stereo not drawn)	5.6	-1.7	-0.2	-1.7	-1.5	6.9	1.9	0.3	102.0	2.3
C[C@H](CO)N1C[C@H](C)[C@@H](CN(C)Cc2ccncc2)Oc2c(NC(=O)CCC(F)(F)F)cccc2C1=O	10.1	-1.6	-0.6	-1.3	2.5	3.9	0.7	0.3	102.0	0.7
CCOc1ccc(S(=O)(=O)N2CCCCC2)cc1NC(=O)Cc1cccc(C(F)(F)F)c1	-6.8	-1.6	-0.2	-1.5	-14.3	3.0	-8.7	0.2	100.0	-1.4
CC1(C(=O)NCc2ccccc2Br)CCN1Cc1ccc(-c2ccccc2)o1 (stereo not drawn)	19.6	-1.8	-3.8	31.9	-6.3	-2.9	-3.4	0.0	96.0	-6.0
O=C(OC1CSc2nc3ccccc3n2C1)c1ccco1 (stereo not drawn)	-3.5	0.5	0.6	4.7	-0.4	0.9	-0.2	-0.1	94.0	-2.9
COC(=O)c1ccc(Cn2c(C)cc(C)[n+]2C)o1	4.2	0.9	-2.6	-1.8	9.4	3.3	1.6	-0.2	94.0	0.0
Cc1oc(-c2cccc(Cl)c2)nc1CS(=O)(=O)CC(=O)NC1CC1	0.6	1.2	-0.5	-12.0	-1.9	7.6	0.7	-0.1	100.0	3.1
Cc1[nH][nH]c(=O)c1C(c1ccc(Br)cc1)c1c(C)[nH][nH]c1=O	-7.6	-0.5	0.4	-0.5	-4.5	1.5	3.8	-0.2	93.0	-0.6
CCOc1ccc(NC(=O)/C=C/c2ccccc2)c([N+](=O)[O-])c1	4.9	12.9*	0.6	-3.2	-4.4	-9.2	3.9	-0.1	96.0	3.8
C=CCn1c(SCC(=O)NC2CCCC2)nnc1-c1cccnc1	-10.5	-1.1	0.6	5.5	2.7	3.9	0.5	0.2	101.0	8.3
Cc1ccc2c(cnn2C(=O)CCC(=O)NC2CCCC2)c1	2.9	1.2	3.6	-3.5	-1.1	-3.6	1.5	-0.2	99.0	2.5
O=C(CC12CC3CC(CC(Br)(C3)C1)C2)NC1=NCCS1	-11.5	-2.7	-0.4	-2.0	4.4	13.3	1.0	0.1	103.0	0.9
CCOC(=O)CNC(=O)c1ccc2[nH]c3c(c2c1)CCCC3	-1.1	-1.7	0.2	1.4	-3.5	7.7	2.0	0.0	96.0	-3.5
COc1ccc(-c2nnc(SCCc3ccccc3)n2N)cc1	4.1	2.3	-1.6	0.9	4.3	-0.3	2.6	0.2	97.0	3.7
CCCN1Cc2cccc(C(=O)NCc3ccccc3)c2C1=O	5.0	-0.7	2.4	-2.5	-1.6	-0.6	-2.3	-0.2	89.0	2.7
COc1ccc(C(=O)c2nc3c(n2O)CCCCC3)cc1	4.0	-0.9	-0.4	6.2	18.4	4.6	0.9	-0.2	100.0	1.4
Nc1cc(=O)[nH]c(SCCSc2ccc(F)cc2)n1	6.4	-0.7	1.3	9.1	-3.5	2.6	0.3	0.1	94.0	-7.7
COc1ccc(Cc2c3cc(OC)c(OC)cc3cc[n+]2C)cc1OC	-5.1	0.0	-0.7	6.0	7.9	19.5	4.4	0.1	106.0	0.0
Cc1cc2nc(C)n3c4ccccc4nc3n2n1	-0.4	0.0	-0.4	-5.1	11.0	-2.3	8.7	-0.2	101.0	4.0
CCOC(=O)c1c(NC(C)=O)sc2c(OC)cccc12	4.3	5.5	0.2	-1.7	-1.0	1.1	0.4	0.4	98.0	4.8
CC(C)CN(CC(C)C)C(=O)c1cc(S(=O)(=O)N2CCCCC2)c[nH]1	-4.5	-1.0	-0.2	0.1	-3.7	-0.2	-2.9	0.3	100.0	-3.3
Cc1cc(C(F)(F)F)n(-c2ccc(N)cc2)n1	-10.0	1.0	0.1	-4.3	-1.3	-5.5	1.4	-0.1	93.0	0.0
Cc1ccccc1CN1C(=O)CSCC1(C)C(=O)Nc1ccc2c(c1)OCCO2 (stereo not drawn)	-3.7	nt	nt	-4.3	nt	nt	nt	0.0	nt	-3.3
CCOc1ccc(OCC)c(S(=O)(=O)NC2CC(C)(C)NC(C)(C)C2)c1	-9.6	0.8	0.4	6.3	0.1	-3.8	-0.1	0.0	87.0	4.7
Cc1cc(=O)n2nc(N3CCCC(C(=O)NC4CCC(C)CC4)C3)sc2n1 (stereo not drawn)	6.2	0.3	-0.2	1.4	-6.2	4.5	3.1	0.1	95.0	9.9
COC(=O)C(C(=O)OC)c1cc2c(cc1CNS(=O)(=O)c1ccc(C)cc1)OCO2	2.0	nt	nt	14.3	nt	nt	nt	0.1	nt	1.2
COc1cc(NC(=O)Cc2cccs2)cc(OC)c1	2.3	1.3	4.9	-1.7	2.2	15.7	0.2	-0.2	100.0	-3.0
Cc1ccccc1NC(=O)CN1C(=O)c2cccnc2Oc2ccc(Cl)cc21	-4.5	-0.1	1.1	-5.0	-0.2	20.0	0.1	0.1	99.0	7.0
COc1ccccc1N(C)S(=O)(=O)c1ccc(Cl)c(C(=O)Nc2ccccc2N2CCOCC2)c1	-2.5	0.6	-0.3	-4.5	14.1	1.8	-3.5	0.1	91.0	7.8
O=C(CC1CCCC1)Nc1cccc(Br)c1	8.9	-1.1	-0.4	18.0	-0.9	5.4	-1.6	0.0	98.0	2.2
CCN1CCN(CC(O)COCc2ccccc2)CC1 (stereo not drawn)	2.6	0.2	-0.8	7.8	6.1	1.8	-0.1	0.1	102.0	-6.0
CCOC(=O)c1cnc2c(OC)cccc2c1NCc1cccnc1	0.6	1.7	-3.1	-1.9	26.6	26.4	-0.2	0.0	105.0	2.8
CN(/N=C/c1cccs1)c1cc(=O)n(C)c(=O)[nH]1	2.4	-2.8	1.2	-4.1	8.0	3.7	2.3	0.3	96.0	-5.0
C=CCOc1ccccc1CN(C(=O)CCl)c1ccc2c(c1)OCO2	-8.5	15.3*	0.0	19.7	-11.0	9.3	5.9	-0.2	88.0	-0.2
CCOC(=O)Cc1csc(NC(=O)c2cc3ccccc3o2)n1	-3.4	-0.1	1.2	5.8	-12.8	12.7	1.5	-0.2	95.0	1.4
CCN(CC)C(=O)Cn1cc(S(=O)(=O)CC(=O)Nc2ccc(F)cc2F)c2ccccc21	-5.2	2.1	-0.5	-1.4	-1.2	1.8	nt	-0.1	99.0	10.9
Cc1csc(NC(=O)CSc2nc3ccccc3c(=O)[nH]2)n1	-5.7	3.2	6.2	-1.1	43.5	2.3	-1.9	0.1	102.0	2.5
O=C(O)c1cc(-c2cccc3ccccc23)nc2ccccc12	3.0	-0.8	-0.6	-0.7	-8.2	-0.3	0.7	0.0	94.0	1.6
CC(=O)NCCc1nc2ccccc2[nH]1	-11.2	-0.2	0.8	0.9	-2.3	0.9	1.0	0.1	100.0	0.4
CCOC(=O)CSc1nc2sc(C)c(C)c2c(=O)[nH]1	8.8	-2.1	-3.1	4.8	51.9*	5.1	-0.5	0.0	145.0	-0.2
CC(C)c1ccc(NC(=O)CSc2nc3ncccc3[nH]2)cc1	-0.3	0.9	-0.5	-1.2	-15.9	-2.2	4.8	0.0	86.0	-4.7
N#Cc1c(-c2ccco2)ccn(Cc2cccc(F)c2)c1=O	2.1	-2.5	0.3	-3.4	-0.9	5.4	-2.0	0.0	101.0	-2.9
Cn1c(=O)c2[nH]cnc2n(-c2ccccc2)c1=O	-1.8	0.2	2.9	-1.7	-4.5	0.3	3.2	0.0	98.0	2.0
CN1C(=S)N(c2cccnc2)C(=O)/C1=C\c1ccc(C(C)(C)C)cc1	37.8*	-1.1	-1.7	21.9	-21.4	8.0	1.8	0.3	91.0	-3.0
COc1cc(CC(=O)OCC(=O)Nc2ncc(Cl)cc2Cl)cc(OC)c1OC	-3.1	0.1	3.0	-2.3	-2.9	18.4	-0.1	-0.1	108.0	-2.1
CC(O)(c1cccnc1)c1nc(-c2cccc(F)c2)cs1 (stereo not drawn)	4.3	-0.6	-0.4	-4.2	-11.2	-4.4	0.4	0.0	98.0	-0.3
COC(=O)c1cc(OC)nc2ccc(Br)cc12	2.6	-2.5	0.1	-10.8	1.3	11.9	1.6	-0.1	103.0	7.2
Cc1ccc(C(=O)NNC(=O)C2CSC3(C)CCC(=O)N23)cc1 (stereo not drawn)	3.0	-2.9	-0.4	-2.5	4.5	-0.6	0.5	-0.3	99.0	6.4

Entries listed above marked active in MC4R ag barr.
structure,ABHD5 PLIN5 PPI,MC4R ag barr,Exocytosis inh,MC4R antagonist,Glyco luc inh,aDG glyco act,ABCB6 inh MLPCN,m5-HT2A agonist
CCOc1ccc(NC(=O)/C=C/c2ccccc2)c([N+](=O)[O-])c1,4.9,12.9*,-3.2,-9.2,3.9,-0.1,96.0,3.8
C=CCOc1ccccc1CN(C(=O)CCl)c1ccc2c(c1)OCO2,-8.5,15.3*,19.7,9.3,5.9,-0.2,88.0,-0.2

The results go on:
SMILES	ABHD5 PLIN5 PPI	MC4R ag barr	iPSC survival up	Exocytosis inh	H9c2 protect	MC4R antagonist	Glyco luc inh	aDG glyco act	ABCB6 inh MLPCN	m5-HT2A agonist
O=S(=O)(Nc1ccc(S(=O)(=O)N2CCCC2)cc1)c1ccc(F)cc1	12.3	-0.5	-0.4	5.6	-4.2	9.0	-0.4	0.2	94.0	-1.4
CCOc1ccc(CN(C)C(=O)CNC(=O)c2ccc3ccccc3c2)cc1OC	0.2	-1.7	-0.5	-0.2	5.6	-3.0	2.1	0.0	101.0	-6.8
O=c1[nH]c(SCc2ccc(Cl)cc2)nc2c1CCC2	1.9	-1.1	-1.1	-0.5	6.9	4.8	3.8	-0.2	95.0	-1.9
CSc1nnc(C)c(=O)n1COC(=O)c1ccc(S(=O)(=O)N2CCCC2)cc1	-3.0	-0.9	-0.8	6.2	6.8	9.8	-0.2	-0.1	98.0	-1.1
O=C(CSc1nnc(-c2cccnc2)o1)Oc1ccccc1	2.5	2.0	-2.2	0.5	26.9	19.0	1.6	-0.4	94.0	-3.9
Cc1ccc(NC(=O)c2c([N+](=O)[O-])c(C(C)(C)C)nn2C)c(C)c1	-1.0	0.5	-0.2	-4.4	5.0	5.7	-1.5	0.7	103.0	1.9
O=C(CSc1nc(=O)n(CCN2CCOCC2)c2c1CCCC2)Nc1cccc([N+](=O)[O-])c1	-9.1	-2.4	-0.3	-0.5	6.8	0.8	-2.0	-0.3	100.0	-6.7
COc1cccc(CC(=O)N2CCC(n3nccc3NC(=O)C3CCOC3)CC2)c1 (stereo not drawn)	3.2	-2.6	-0.1	3.6	0.0	7.1	-0.8	-0.3	96.0	2.7

Source: PubChem BioAssay (several laboratories)
